Assay outcomes from PubChem.
T cell modulator: modulators of CD8 T cell-vesicle binding, primary screen, mouse 2C CD8+ T cells, flow cytometry; 2C CD8+ T cell-vesicle binding; stronger effect = lower value; 330,000 compounds, 0.068% hits; AID 2052, 2009; calls only at 7 µM;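 active = response, share of CD8 T cells binding vesicles, and their 90th percentile fluorescence all below set limits, cut at about 80% in these data, passing the limit was not always enough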
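System: murine 2C transgenic CD8+ T lymphocytes; also added: QL9-loaded Drosophila micro-vesicles; times: binding 1.5 h at 37 °C; measured by: flow cytometry, PE anti-B7-1 (FL2) versus Alexa647 anti-CD8 (FL8), PFA-fixed; control set: Peptide-free naked vesicles (low) and QL9 vesicles with 0.7% DMSO vehicle (high)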
TNAP activators: human TNAP enzyme activators, primary screen, biochemical, luminescent, no phosphate acceptor, uHTS (AID 1001); Alkaline phosphatase, tissue-nonspecific isozyme (Homo sapiens); purified TNAP, luminescent activation assay, no phosphate acceptor; higher activation fold means a stronger effect; one-dose activation fold at 20 µM; EC50 in µM for titrated hits; 200,000 compounds, 0.03% hits; in the data active = activation fold from about 3, or a potency from the dose series; inactive = the rest, 99 in 100 with activation fold below about 1.6; also: many of its hits are not listed in these tables
human PMI inhibition: inhibitors of human PMI, primary screen, biochemical, fluorescence intensity, coupled assay (AID 1209) | Mannose-6-phosphate isomerase (Homo sapiens) | purified PMI enzyme, coupled fluorescence intensity; higher % means a stronger effect | one-dose inhibition, % at 20 µM; IC50 in µM for titrated hits | 190,000 compounds, 0.42% hits; in the data active = inhibition above about 50%;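 also: plate controls were DMSO vehicle for no effect and wells lacking substrate for full effect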
Dynein cargo inh: inhibitors of GR-EGFP nuclear translocation, primary screen, dynein cargo transport inhibitor project, imaging, high-content, 3617.4 mouse cells. z-score, hits read low. test concentration mostly 20 µM; stimulated with dexamethasone, 1 µM; stronger effect = lower value. AID 1381, 2008. 220,000 compounds, 0.47% hits;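 active = plate z-score of nuclear minus cytoplasmic receptor signal below a set negative limit, without overly bright fluorescence or cell loss, cut at about -3.5 in these data, passing the limit was not always enough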;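 also: z-score of nuclear minus cytoplasmic ring GR-EGFP intensity difference per well; some compounds called inactive have numbers as strong as hits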
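Buffer or medium: tetracycline-free induction medium containing charcoal-stripped FBS / Reagent: dexamethasone agonist, 1.0 µM final, for 30 min / Technique: automated 10x imaging of fixed Hoechst-stained cells / Times: induction 48 h, compound 1 h, agonist 30 min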
MT stabilizer: microtubule stabilizers in HeLa cells, primary screen, imaging, high-content imaging; AID 2205, 2009; HeLa tubulin immunostaining HCS, 24 h; share of cells brighter than vehicle mean+2SD; 200,000 compounds, 0.83% hits; % tubulin-high responders, % at 10 µM;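 active = plate Z-score above 3 for both tubulin-high and condensed-nucleus cell shares, with cell loss under 80%, at 10 µM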;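 also: anti alpha tubulin signal scored within the nucleus-defined area of each cell; some results filed as inactive read as strong as hits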
Myeloid diff 2: induction of myeloid progenitor differentiation, primary screen, cell-based, flow cytometry, MLPCN library | ER-HoxA9 myeloid progenitors, lysozyme-GFP differentiation | calls only at 10 µM | 360,000 compounds, 1% hits | AID 624256, 2012;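 active = normalized GFP-positive differentiation at or above the plate's own cutoff, the solvent-only control mean plus 3 SD; inconclusive = no clear call, values can overlap the other calls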;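 also: cells exposed to compound for four days before flow analysis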
Hep lipid drop: inhibitors of hepatocyte lipid droplet formation, primary screen, imaging, high-throughput imaging, BODIPY stain; AML12 mouse hepatocytes, oleate lipid droplets; inhibition, % at 6.5 µM; 240,000 compounds, 0.4% hits; AID 1656, 2009;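 active = lipid droplet intensity inhibited by at least 50%, with more than 500 cells counted; inconclusive = wells with under 300 cells, treated as cytotoxic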
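Assay system: AML12 hepatocytes (mouse); Probe or stimulus: oleic acid at 100 µM to induce lipid droplet formation; Dosing: compound at 6.5 µM only; Schedule: compound with oleate, overnight; Detection: fluorescence imaging, 20x objective, two fields per well; Measure: % inhibition of lipid droplet signal.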
Ins promoter up: insulin promoter activators in MIN6 cells, imaging, high-content screening, mouse beta cells. MIN6 insulin promoter-GFP reporter; stronger effect = higher value. z-score at 5 µM. 190,000 compounds, 0.3% hits. AID 1625, 2009;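 active = z-score above 3 at 5 µM with at least 500 cells counted in the well; inconclusive = wells under 500 cells, flagged as cytotoxic or low count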
bCat nuc transl: modulators of beta-catenin nuclear translocation, primary screen, imaging, HeLa cells, immunofluorescence, high-content; nuclear translocation activity, % at 5 µM; AID 1665, 2009; 190,000 compounds, 0.3% hits;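 active = nuclear translocation activity above 50% at 5 µM, with a well cell count of 50 or more; inconclusive = wells under 50 cells across six images, flagged as toxic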;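 also: per-cell ratio of nuclear to cytoplasmic median beta-catenin stain intensity; plate controls were DMSO negative control for no effect and GSK-3 inhibitor IX positive control for full effect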
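Test system: HeLa cells, endogenous beta-catenin; Compound: single 5 µM dose plus 0.02–20 µM confirmation series; Times: compound exposure 24 h at 37°C; Signal: fluorescence imaging of beta-catenin antibody stain plus DAPI; Read-out: % activation, nuclear-to-cytoplasmic median beta-catenin signal ratio per cell.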
Dynein cargo inh cytoplasmic EGFP: recorded beside Dynein cargo inh, whose call it bears; z-score; measured here: cytoplasmic GR-EGFP intensity; stronger effect = higher value
Dynein cargo inh nuclear GR-EGFP: further read-out of Dynein cargo inh, marked with its call; z-score; measured here: nuclear GR-EGFP intensity;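 lower value marks the stronger effect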
Dynein cargo inh cell count: further read-out of Dynein cargo inh, marked with its call; z-score; measured here: cell count per field
Ins promoter up cell count: second read-out of Ins promoter up, no call of its own (marks repeat the call); cell count; measured here: cytotoxicity, nuclei count;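 total cells summed across four imaged fields per well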
Hep lipid drop cells 6.5 µM: further read-out of Hep lipid drop, marked with its call; cell count; measured here: cell count, cytotoxicity flag;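 cells counted across two imaged fields per well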
bCat nuc transl cell count 5 µM: recorded beside bCat nuc transl, whose call it bears; cell count; measured here: cell count, cytotoxicity flag
T cell modulator vesicle-bound %: second read-out of T cell modulator, no call of its own (marks repeat the call); double positive events, %; measured here: CD8+ vesicle-bound cell fraction;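 binding gate set so that unloaded-vesicle control wells show 10% double positive cells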
MT stabilizer Hoechst-high %: further read-out of MT stabilizer, marked with its call; % Hoechst-high responders; measured here: nuclear condensation Hoechst responders;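 share of cells brighter than vehicle mean plus two SD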
MT stabilizer cytotoxicity %: second read-out of MT stabilizer, no call of its own (marks repeat the call); toxicity, %; measured here: cytotoxicity by cell density;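 0% = mean cell density of plate MIN control wells and 100% = no cells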
Myeloid diff 2 GFP+ MAC1+ %: also measured in Myeloid diff 2; calls as there; GFP+ MAC1+ double positive, %; measured here: differentiation confirmed by MAC1 staining
Starred values were filed as active, the others as inactive; i = inactive; ? = inconclusive; . = not tested or not shown.

SMILES | T cell modulator | T cell modulator vesicle-bound % | TNAP activators | human PMI inhibition | Dynein cargo inh | Dynein cargo inh cytoplasmic EGFP | Dynein cargo inh nuclear GR-EGFP | Dynein cargo inh cell count | MT stabilizer | MT stabilizer Hoechst-high % | MT stabilizer cytotoxicity % | Myeloid diff 2 | Myeloid diff 2 GFP+ MAC1+ % | Hep lipid drop | Hep lipid drop cells 6.5 µM | Ins promoter up | Ins promoter up cell count | bCat nuc transl | bCat nuc transl cell count 5 µM
COc1ccc(NS(=O)(=O)c2ccc3nc(COc4ccc(C#N)cc4)[nH]c3c2)cc1 | i | 14 | 1.3 | 5% | 2 | -0.19 | 0.7 | -0.85 | 3.1 | 3.8 | 5.6 | i | 0.1 | -20 | 604 | -0.03 | 1340 | 0.4 | 996
CCOC(=O)C1CCN(C2CC(=O)N(c3ccc(OCC)cc3)C2=O)CC1 (stereo not drawn) | i | 39 | 1.1 | -2% | -0.6 | -0.27 | -0.0085 | -0.2 | 2.2 | 1.5 | 51 | i | 0.4 | 1 | 685 | . | . | 0.8 | 1127
Nc1nc(CCl)nc(Nc2ccccc2)n1 | i | 29 | 1.1 | -14% | -1.3 | -0.24 | -0.76 | 1.1 | 5.9 | 4.0 | 0.6 | i | 0.1 | -11 | 610 | -0.48 | 1195 | 3.0 | 1071
CCC(C)[C@H](NC(=O)N1CCN(c2cccc(C(F)(F)F)c2)CC1)C(=O)OC (stereo partly drawn) | i | 10 | 1.1 | 3% | -0.46 | -0.27 | -0.43 | 0.6 | 2.7 | 2.2 | 7.1 | i | 6.2 | -26 | 706 | -0.31 | 896 | -0.1 | 1198
CC1CN(C(=S)SCCN2C(=O)CCC2=O)CC(C)O1 (stereo not drawn) | i | 28 | 1.1 | 11% | -1 | -0.27 | -0.31 | 0.52 | 2.0 | 1.2 | 6.2 | i | 0.3 | 0 | 739 | 0.1 | 1515 | 0.2 | 995
COc1cc(OC)cc(C(=O)NCCOc2ccccc2)c1 | i | 57 | 1.1 | 4% | -0.51 | -0.23 | -0.34 | 0.27 | 2.0 | 1.7 | 6.8 | i | 1.2 | -2 | 773 | 0.19 | 961 | -2.1 | 1194
COc1ccccc1NC(=S)N1CCCc2ccccc21 | i | 52 | 1.1 | 23% | -0.62 | -0.14 | -0.35 | 0.59 | 3.1 | 2.9 | 6.7 | i | 0.1 | -13 | 695 | -0.15 | 1121 | -3.8 | 1081
N/C(=N\OC(=O)CN1C(=O)c2ccccc2C1=O)c1ccc(Br)cc1 | i | 32 | 1 | 2% | -0.29 | -0.22 | 0.51 | -0.47 | 2.6 | 2.0 | 13 | i | 0.2 | 0 | 704 | -0.99 | 1769 | 3.3 | 917
CCCCn1c(N)c(N(CC)C(=O)CCc2ccccc2)c(=O)[nH]c1=O | i | 6 | 1 | 10% | 0.48 | -0.32 | 0.11 | 0.016 | 1.2 | 5.0 | 12 | i | 0.1 | -8 | 592 | -0.3 | 1285 | -0.1 | 920
O=C(/C=C/c1ccco1)Oc1cc(Br)cc(/C=N/NC(=O)c2ccccc2O)c1 | i | 23 | 1.4 | -8% | -0.3 | -0.26 | -0.36 | 0.52 | 8.8 | 7.1 | 21 | ? | . | 13 | 640 | -5 | 576 | -1.3 | 1095
O=C(CC1(O)C(=O)N(Cc2ccccc2Cl)c2ccccc21)c1ccco1 (stereo not drawn) | i | 48 | 1.1 | 6% | -0.063 | -0.25 | -0.035 | -0.18 | 2.4 | 0.9 | 7.2 | i | 2.5 | 15 | 704 | 0.26 | 1270 | . | .
COc1ccccc1OC(=O)c1ccc(SC)cc1OC | i | 14 | 1.1 | 6% | -1 | -0.28 | -0.27 | 1 | 3.5 | 1.8 | 7.0 | i | 1.1 | 3 | 722 | 0.31 | 1271 | -1.4 | 1104
COc1cc(CNCCNC(=O)c2nonc2N)ccc1OCc1ccc(Cl)cc1 | i | 12 | 1 | 7% | -0.14 | -0.16 | -0.54 | 0.17 | 2.3 | 2.1 | 5.9 | i | 1.1 | -18 | 665 | -1 | 1064 | 1.8 | 1333
O=C(NCc1ccncc1)c1cc(C(=O)C2CCCCC2)c[nH]1 | i | 60 | 1.1 | -8% | 1.2 | -0.28 | 0.77 | -0.7 | 4.2 | 2.7 | 7.7 | i | 0.3 | 5 | 707 | -0.16 | 1198 | -1.6 | 1152
Cc1cccc(OCCOC(=O)C2CCN(S(=O)(=O)c3cccs3)CC2)c1 | i | 37 | 1.1 | 2% | -0.46 | -0.37 | -0.2 | 0.12 | 2.4 | 1.9 | 8.8 | i | 0.4 | . | . | 1.3 | 1029 | -2.3 | 1152
Cc1cccc(N2CCN(C(=O)CC(NC(=O)c3ccccc3)c3ccccc3)CC2C)c1 (stereo not drawn) | i | 38 | 1.4 | 12% | 0.11 | -0.26 | -0.047 | -0.35 | 2.6 | 2.5 | 9.5 | i | 0.3 | 4 | 572 | -0.09 | 1235 | . | .
O=C(NN1C(=O)c2ccccc2NC1c1ccc([N+](=O)[O-])o1)c1ccc([N+](=O)[O-])cc1 (stereo not drawn) | i | 8 | 1.1 | -2% | -1.2 | -0.19 | -0.55 | 0.32 | 2.0 | 2.5 | 2.0 | i | 0.7 | -66 | 618 | . | . | -0.4 | 504
S=c1[nH]nc(-c2ccccn2)n1/N=C/c1ccccc1 | i | 19 | 0.8 | -5% | -0.39 | -0.25 | -0.11 | 1.1 | 2.9 | 1.6 | 7.0 | i | 0.5 | 16 | 680 | 0.34 | 1357 | -1.0 | 988
CC(=O)CSc1nnc(-c2cnccn2)n1-c1ccccc1 | . | . | 1 | 7% | 3.1 | 0.075 | 2 | -1.5 | 1.9 | 1.7 | 7.8 | i | 0.7 | 2 | 619 | 0.52 | 1753 | -0.5 | 1131
COc1cccc(Nc2nc3ccccc3n3cnnc23)c1 | i | 38 | 0.7 | -5% | 1.7 | 0.15 | 1.1 | -1.7 | 3.6 | 2.2 | 8.2 | i | 2.4 | . | . | 0.67 | 1020 | 2.4 | 1073
O=[N+]([O-])c1ccc(Oc2cccc(C(F)(F)F)c2)nc1 | i | 34 | . | . | 1.1 | -0.042 | 1 | -2.6 | . | . | . | i | 0.7 | 6 | 682 | -0.22 | 1021 | -0.1 | 1225
CC(NC(=O)C1CCCO1)c1ccccc1 (stereo not drawn) | i | 45 | 1.1 | -2% | 0.13 | -0.014 | 0.26 | 0.62 | 1.6 | 0.7 | 5.4 | i | 3.2 | -12 | 723 | 0.33 | 835 | . | .
Cc1cc(NC(=O)Cn2nc(C)c([N+](=O)[O-])c2C)no1 | i | 41 | 1.1 | 5% | -0.38 | -0.21 | 0.39 | 0.73 | 3.4 | 2.1 | 5.7 | i | 0.2 | 13 | 696 | -0.89 | 1698 | -2.4 | 1128
CCCN1CCN(CCCNC(=O)Cn2ncc3c4ccccc4n(C)c3c2=O)CC1 | i | 45 | 1 | -2% | 0.48 | -0.07 | 0.64 | -0.94 | 7.0 | 1.7 | 8.8 | i | 2.7 | -20 | 749 | -0.22 | 1359 | -2.1 | 1211
COc1cccc2cc(C(=O)NNC(=O)c3ccc(Br)cc3)c(=O)oc12 | i | 41 | 1.3 | -13% | 1.4 | -0.24 | 0.29 | 0.79 | 2.0 | 0.7 | 8.7 | i | 1.1 | -2 | 659 | 0.48 | 1223 | 1.9 | 1114
COc1ccc(OC)c(N=c2oc3c(OC)cccc3cc2C(=O)NCc2ccco2)c1 | i | 63 | 1 | 3% | . | . | . | . | . | . | . | i | 0.8 | . | . | -1.1 | 984 | -5.5 | 1002
